ALOX12 inhib – blocks human 12-lipoxygenase activity; P18054; purified 12-hLO, xylenol orange hydroperoxide absorbance; Potency, µM (series often up to 57.1 µM), for inactives: at the top dose activity change, negative = inhibition, usual class: inhibitors; actives 0.12% (n = 150,000); also: potency is read from the fitted curve at half-maximal effect; nearly all actives have a fitted effect of over 55% in size; many of its hits are not listed in these tables
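Hydroperoxide formation by human 12-lipoxygenase from 40 uM arachidonic acid was followed colorimetrically via ferric-xylenol orange complex, using the 573/405 nm absorbance ratio. Enzyme concentration was 150 nM, with 30 min reaction at room temperature.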
PNC assembly inh – perinucleolar compartment assembly inhibition. PC3M PTB-GFP, PNC prevalence imaging, 16 h; stronger effect = lower value. activity change (PNC), negative = inhibition, % at 10 µM. actives 3.1% (n = 140,000);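 active = readout at or below -70, meaning at least 70% loss of cells showing the perinucleolar compartment, a nuclear body marking cancer cells; inconclusive = readout between -30 and a set limit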;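 also: plate controls were DMSO wells for no effect and camptothecin positive control wells for full effect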
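Compounds are pinned in duplicate onto adhered PC3M cells stably expressing GFP-tagged PTB and incubated 16 h at 37 C. Cells are then fixed, nuclei stained with Hoechst, and PNC-positive cells counted.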
ALOX15B inhib – inhibitors of human 15-lipoxygenase 2 (ALOX15B); Potency, µM (highest dose often 57.1 µM), without a hit: top-dose activity change, negative = inhibition, actives largely listed as inhibitors; purified 15hLO-2, xylenol orange hydroperoxide absorbance; actives 0.56% (n = 110,000); AID 881; also: potency is read from the fitted curve at half-maximal effect; nearly all actives have a fitted effect of over 60% in size; many of its hits are not listed in these tables
Target sequence (O15296 whole entry, looked up): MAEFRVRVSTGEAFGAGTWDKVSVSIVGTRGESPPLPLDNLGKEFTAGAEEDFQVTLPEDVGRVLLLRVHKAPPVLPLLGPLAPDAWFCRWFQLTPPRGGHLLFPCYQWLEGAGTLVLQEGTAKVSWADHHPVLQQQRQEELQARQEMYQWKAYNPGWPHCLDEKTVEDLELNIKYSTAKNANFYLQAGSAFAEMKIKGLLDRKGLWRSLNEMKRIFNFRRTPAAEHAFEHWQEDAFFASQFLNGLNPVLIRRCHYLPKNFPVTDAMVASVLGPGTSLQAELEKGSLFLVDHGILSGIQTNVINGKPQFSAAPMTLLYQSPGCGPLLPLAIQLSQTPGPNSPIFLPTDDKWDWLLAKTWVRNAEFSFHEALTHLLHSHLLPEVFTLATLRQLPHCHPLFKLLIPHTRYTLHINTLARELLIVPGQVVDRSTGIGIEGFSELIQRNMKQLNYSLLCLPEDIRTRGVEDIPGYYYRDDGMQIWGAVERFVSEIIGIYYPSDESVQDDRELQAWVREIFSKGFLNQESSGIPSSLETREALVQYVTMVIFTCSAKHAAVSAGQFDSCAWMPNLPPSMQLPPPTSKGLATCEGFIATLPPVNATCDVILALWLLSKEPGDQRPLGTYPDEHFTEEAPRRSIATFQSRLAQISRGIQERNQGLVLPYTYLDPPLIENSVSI
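Screening format was qHTS against 50 nM purified 15hLO-2 in Hepes pH 7.5 with detergent. Activity follows hydroperoxide formation from 45 uM arachidonic acid, measured as 573:405 nm absorbance ratio of the ferric-xylenol orange complex.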
IMPase cell inh – IMPase inhibition in cells; P97697; CHO-M1 cells, IP1 accumulation, HTRF TR-FRET ratio; inhibition (IP1 accumulation), % at 46.1 µM; 120,000 tested, under 10 active; active = well fitted curve in the direction sought with a large enough effect in the signal ratio, not every such curve was filed as active; inconclusive = small, poorly fitted or top-dose-only effect, or a change in a side signal; inactive = no such curve, though single readings can be large or run the other way; the % refers to the signal ratio;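 also: cells stimulated with carbachol in lithium chloride buffer; plate controls were DMSO basal wells for no effect and reference inhibitor wells for full effect; higher means more IMPase inhibition seen as more IP1 and lower FRET ratio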
Target sequence (P97697 whole entry, looked up): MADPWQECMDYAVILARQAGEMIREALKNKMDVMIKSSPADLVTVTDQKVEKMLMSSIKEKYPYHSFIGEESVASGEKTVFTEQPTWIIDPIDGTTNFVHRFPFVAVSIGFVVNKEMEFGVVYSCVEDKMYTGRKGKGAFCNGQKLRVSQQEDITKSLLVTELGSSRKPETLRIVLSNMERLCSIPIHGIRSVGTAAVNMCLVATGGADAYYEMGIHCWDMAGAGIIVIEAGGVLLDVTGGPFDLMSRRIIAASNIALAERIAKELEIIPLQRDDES
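Elevated IP1 in lysates lowers TR-FRET signal (665/620 ratio and 620 channel reported). Cells were CHO-M1, given carbachol (50 uM as added) plus 50mM LiCl, pH 7.4, 30 min, 37C; compounds titrated up to 46 uM; AC50 by Hill equation.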
The depositor's hits bear a star; ? = inconclusive; . = no result given; & = joins results of further samples; [ ] = another dose, or the depositor's remark. Unless noted, calls follow the shape of the dose curve; as a rule, active = well fitted curve in the direction sought with a large enough effect; inconclusive = small, poorly fitted or top-dose-only effect, or another doubt; inactive = no such curve, though single readings can be large; an effect the other way counts as inactive or inconclusive. Unless noted, % is scaled to controls: 0 for no effect and ±100 for the full control effect. Some of the compounds tested; count on the stated rates, not on these rows.

No.	ALOX12 inhib	PNC assembly inh	ALOX15B inhib	IMPase cell inh	SMILES
1	5%	71	.	-7	C/C(CC(=O)Nc1ccccn1)=N\NC(=O)c1ccc(C)cc1
2	-11%	?	-7%	10	CCOC(=O)c1c(C)oc2cc(Br)c(O)c(Br)c12
3	-6%	3	-4%	11	COC(=O)CC1C(=O)NCCN1C(=O)Nc1ccccc1 (stereo not given)
4	-14%	-28	-17%	10	CCOC(=O)C(C)(C)Sc1nc2c(cnn2-c2ccc(Cl)cc2)c(=O)[nH]1
5	7%	-115*	16%	7	Cn1c(=O)c2c(nc(CN3CCC(C(N)=O)CC3)n2Cc2ccccc2F)n(C)c1=O
6	0%	-9	-2%	-17	CCOC(=O)C1=C(C)NC(C)=C(C(=O)OCC)C1C(=O)OC1CCOC1=O (stereo not given)
7	-3%	7	-5%	2	Cc1nn(Cc2ccccc2Cl)c(C)c1NC(=O)c1cc(-c2ccc(F)cc2)on1
8	2%	-24	24%	8	CC1CCCN(C/C(O)=C(\C#N)c2nc3ccccc3[nH]2)C1 (stereo not given)
9	-1%	-4	8%	-5	COC(=O)c1ccc(NC(=O)N2CCOCC2)cc1
10	5%	31	2%	0	COCC(C)n1c(SCC(=O)NCCC2=CCCCC2)nc2ccccc2c1=O (stereo not given)
11	-1%	-18	-5%	-1	CCC(=O)Nc1ccc(C(=O)NNC(=O)c2cccs2)cc1
12	0%	45	-1%	0	COC(=O)c1ccc(NC(=S)Nc2ccccc2)cc1
13	-3%	53	-15%	6	ON1C(c2ccccc2C(F)(F)F)N(O)[C@H]2CCCC[C@H]21 (stereo not given in full)
14	-2%	-29	2%	-6	CCOc1cc(C(=O)Nc2ccon2)cc(OCC)c1OCC
15	-6%	25	6%	12	CCC(OC(=O)C(NC(=O)c1ccccc1)c1ccccc1)C(=O)Nc1cc(C)on1 (stereo not given)
16	0%	-15	9%	-2[20.6 µM]	COc1ccc(NS(=O)(=O)c2ccc(N)cc2)nn1
17	5%	-25	4%	6	CCOC(=O)N1CCC(Nc2c(NCCCN(CC)Cc3ccccc3)c(=O)c2=O)CC1
18	-14%	-13	-1%	-5	Cc1cc(C(=O)CSc2nnnn2-c2ccccc2)c(C)n1CC1CCCO1 (stereo not given)
19	-1%	58	.	2	Cc1cc(C)c(C)c(S(=O)(=O)NCc2ccc(C(=O)N3CCCCC3)cc2)c1C
20	-11%[11.4 µM]	.	-3%[11.4 µM]	.	NCC[C@H](N)C(=O)O
21	-5%	12	8%	4	Cn1c(=N)n(CC(=O)C(C)(C)C)c2ccccc21
22	0%	54	10%	-6	O=C(Nc1ccc2c(c1)OCCO2)N1CCN(c2ccccc2)CC1
23	-2%	?	-6%	-2	O=C(c1cnn2c(C(F)F)cc(-c3ccccc3)nc12)N1CCCc2ccccc21
24	6%	81	.	.	Cc1cccc(C(=O)NNC(=O)CCC(=O)Nc2cccc(Cl)c2C)c1
25	0%	-5	1%	14	Clc1ccc(NCn2cncn2)nc1

Entries of single compounds, quoted from the list. Screens in order: ALOX12 inhib | PNC assembly inh | ALOX15B inhib | IMPase cell inh
CCOC(=O)N1CCC(Nc2c(NCCCN(CC)Cc3ccccc3)c(=O)c2=O)CC1 is listed as 5% | -25 | 4% | 6
COC(=O)c1ccc(NC(=O)N2CCOCC2)cc1 is listed as -1% | -4 | 8% | -5
C/C(CC(=O)Nc1ccccn1)=N\NC(=O)c1ccc(C)cc1 is listed as 5% | 71 | . | -7
CCOC(=O)c1c(C)oc2cc(Br)c(O)c(Br)c12 is listed as -11% | ? | -7% | 10

The results go on.
No.	ALOX12 inhib	PNC assembly inh	ALOX15B inhib	IMPase cell inh	SMILES
26	10%	59	3%	0	CCCC(=O)Nc1ccc(C(=O)NNC(=O)c2ccco2)cc1
27	-6%	?	15%	-14	CCc1ccccc1Nc1nc(N)nc(COC(=O)c2cccn2C)n1
28	-18%	15	-15%	2	CCCCN1CNC(=S)N(c2cc(C)ccc2C)C1
29	2%	-8	.	.	Cc1nn(Cc2cccc(F)c2)c(C)c1NC(=O)c1c(Cl)cnn1C
30	-6%	-87*	2%	8	CCCCC1(C)NC(=O)N(CC(=O)Nc2ccc(S(=O)(=O)N3CCOCC3)cc2)C1=O (stereo not given)
31	1%	?	9%	-12	COC(=O)CCn1nnc(-c2cccs2)n1
32	7%	134	19%	1	O=C(Nc1ccccc1)c1cccc(S(=O)(=O)NCc2ccco2)c1
33	-1%	?	2%	-11	Nn1c(SCC(=O)N2CCN(S(=O)(=O)c3ccccc3)CC2)nnc1-c1cccs1
34	5%	8	0%	-3	COc1ccc(C2SCC(=O)N2c2c(C)n(C)n(-c3ccccc3)c2=O)cc1 (stereo not given)
35	1%	1	8%	2	Cc1ccc(N(CC(=O)NCc2cccnc2)S(C)(=O)=O)cc1C
36	-6%	?	-1%	-2	CCOC(=O)c1cnn(-c2nc(C)cc(C)n2)c1N
37	-1%	-1	3%	7	O=C1C=C(c2ccc(Cl)cc2)OC2(CCCC2)O1
38	7%	.	14%	.	C[C@@]1(C(NC(=O)c2ccc(-c3ccccc3)cc2)c2ccc(Cl)cc2)C[C@H]1C1CCCCC1 (stereo not given in full)
39	1%	-109*	.	.	Cc1nn(C)cc1CNC(=O)/C=C/c1cnn(C)c1
40	-2%	-15	-4%	8	COc1cc(OC)cc(C(=O)N[C@H](C(=O)NC23CC4CC(CC(C4)C2)C3)C(C)C)c1
41	3%	-7	-3%	0	COc1cccc(C(=O)N2CCN(S(C)(=O)=O)CC2)c1
42	5%	?	.	.	O=C1CCCC2=C1C(c1ccccc1)C1C(=O)c3ccccc3C1=N2 (stereo not given)
43	-2%	?	1%	-5	CCC(CC)NC(=O)COC(=O)c1cccc(C)c1O
44	20%	403	.	-1	COCc1cc(C)nc(SCC(=O)Nc2cccc(C)c2)c1C#N
45	-4%	?	-8%	1	CCOC(=O)c1csc(NC(=O)CSc2nnnn2-c2ccc(OCC)cc2)n1
46	0%	?	.	?	O=C(COC(=O)c1ccc[nH]c1=O)NCC1CCCO1 (stereo not given)
47	-6%&0%	48	37%[activator]	.	C[C@@H](C(=O)Nc1ccc2ccccc2c1)[C@H]1C[C@]1(C)[C@H](NC(=O)c1cccnc1)c1ccccc1
48	-8%	-7	-10%	-5	CCCCCN(C(=O)NC(=O)Nc1ccccc1C)S(C)(=O)=O
49	7%	34	.	-5	Cc1ccc(NC=C(S(=O)(=O)c2ccccc2)S(=O)(=O)c2ccccc2)cc1
50	-2%	?	.	.	CCCCSc1nc2[nH]ncc2c(=O)[nH]1
51	7%	21	22%	3	CCOC(=O)c1c(C)nc2c(c(SC)nn2-c2ccccc2)c1N
52	0%	-10	8%	-2	Cc1ccc(S(=O)(=O)NCCC(=O)NCc2ccc3c(c2)OCO3)cc1C
53	-4%	?	-7%	11	Cc1cc2c(OCC(O)CNC(C)(C)C)cccc2[nH]1 (stereo not given)
54	2%	52	3%	3	Cc1ccc(S(=O)(=O)N(C)c2cc(S(=O)(=O)N3CCC(C)CC3)c(C)cc2C)cc1
55	4%	-4	.	-3	Clc1cccc(Cl)c1-c1nnc2cccc(Cl)n12
56	-3%	27	-1%	0	O=C(CCN1C(=O)C2C3C=CC(C3)C2C1=O)Nc1ccc(F)cc1 (stereo not given)
57	1%	-24	6%	-7	CC(=O)NC(C)C12CC3CC(CC(CC(=O)O)(C3)C1)C2 (stereo not given)
58	-1%	13	.	9	COc1ccc(S(=O)(=O)N2CCC(c3cc(-c4cccc5ccccc45)n[nH]3)CC2)cc1
59	-3%	-5	0%	12	CC(C)=CC(=O)NCCc1ccccc1
60	?	.	-17%	.	COC(=O)c1cc(=O)c(O)c2c(O)c(O)ccc2c1
61	3%	3	.	?	CCOC(=O)C(=O)Nc1nnc(Cc2ccc(OC)c(OC)c2)s1
62	2%	18	-9%	4	COc1ccccc1NS(=O)(=O)c1ccc2oc(SC3CCOC3=O)nc2c1 (stereo not given)
63	-2%	36	3%	-8	COc1ccc(NC(=O)CC(C)C)c(OC)c1
64	-25%	12	.	.	NC(=O)[C@@H]1CCNc2c(I)cc([N+](=O)[O-])cc2C(=O)N[C@@H](CO)C(=O)N[C@@H](Cc2ccc(O)cc2)C(=O)N1
65	-16%	20	14%	9	COCCn1nnnc1C(c1cc2cc(C)ccc2[nH]c1=O)N1CCN(C2CCCCC2)CC1 (stereo not given)
66	3%	-16	.	0	O=C(CSc1nnc(-c2cccnc2)n1C1CCCCC1)NC1CCCC1
67	8%	1	5%	6	N#Cc1cc(-c2ccccc2)nnc1Sc1ccc(F)cc1
68	-4%	?	-8%	-2	CCOc1ccc2nc(NC(=O)CCC(=O)c3cccs3)sc2c1
69	4%	?	.	-5	Cc1cccc(CSc2nnc(Cn3c(=O)sc4ccccc43)n2C)c1
70	-6%	-3	2%	-7	CCC(C)n1c(C)nc2c(c1=O)c1nc3ccccc3nc1n2-c1ccc2c(c1)OCCO2 (stereo not given)
71	-3%	10	.	9	C=C(C)c1cccc(C(C)(C)NC(=O)Nc2cc(C)ccn2)c1
72	-2%	25	32%[activator]	3	O=C(CSC(=S)N1CCCCC1)Nc1nc(-c2ccccc2)c(-c2ccccc2)o1
73	-1%	-19	-6%	2	O=C(O)CCCC(=O)N1CCc2cc(S(=O)(=O)N3CCc4ccccc43)ccc21
74	-2%	27	-1%	4	Cc1noc(/C=C/N(C)C)c1S(=O)(=O)N1CCCC(C(=O)NCc2ccccc2Cl)C1 (stereo not given)
75	-2%	?	-3%	-6	Cc1cc(N2CCCc3ccccc32)n2ncnc2n1

Just IMPase cell inh, for 2 of the compounds above:
cpd	structure	IMPase cell inh
71	C=C(C)c1cccc(C(C)(C)NC(=O)Nc2cc(C)ccn2)c1	9
55	Clc1cccc(Cl)c1-c1nnc2cccc(Cl)n12	-3

Returning to the listing with the 6 entries that preceded the break.
No.	ALOX12 inhib	PNC assembly inh	ALOX15B inhib	IMPase cell inh	SMILES
70	-6%	-3	2%	-7	CCC(C)n1c(C)nc2c(c1=O)c1nc3ccccc3nc1n2-c1ccc2c(c1)OCCO2 (stereo not given)
71	-3%	10	.	9	C=C(C)c1cccc(C(C)(C)NC(=O)Nc2cc(C)ccn2)c1
72	-2%	25	32%[activator]	3	O=C(CSC(=S)N1CCCCC1)Nc1nc(-c2ccccc2)c(-c2ccccc2)o1
73	-1%	-19	-6%	2	O=C(O)CCCC(=O)N1CCc2cc(S(=O)(=O)N3CCc4ccccc43)ccc21
74	-2%	27	-1%	4	Cc1noc(/C=C/N(C)C)c1S(=O)(=O)N1CCCC(C(=O)NCc2ccccc2Cl)C1 (stereo not given)
75	-2%	?	-3%	-6	Cc1cc(N2CCCc3ccccc32)n2ncnc2n1
76	?	-28	-7%	2	O=C(CC(=O)c1ccccc1O)c1cccc(F)c1
77	2%	12	0%	2	COC(=O)c1ccc(C2C(C(=O)Nc3ccccc3C)=C(C)Nc3ncnn32)cc1 (stereo not given)
78	-15%	21	-17%	5	Cn1c(/C(C#N)=C/C2CC=CCC2)nc2ccccc21 (stereo not given)
79	1%	-120*	-2%[11.4 µM]	-17[1.84 µM]	COc1cc(C(=O)NNC(=O)NC2CCCCC2)cc(OC)c1OC
80	-1%	?	.	-3	Cc1sc2nc(CN3CCCCC3)nc(Cl)c2c1C
81	-17%	2	-28%	0	CC1CCc2c(sc(N)c2C(=O)OC(C)C)C1 (stereo not given)
82	-22%	2	-25%	2	CCc1ccc(Nc2ncc3c(n2)CC(c2ccco2)CC3=O)cc1 (stereo not given)
83	2%	4	.	-3	Cc1cc(C)c(NC(=O)CO/N=C2\CCCc3nonc32)c(C)c1

Ordered by the number under PNC assembly inh (highest first): some entries from above.
| # | smiles | PNC assembly inh |
| --- | --- | --- |
| 83 | Cc1cc(C)c(NC(=O)CO/N=C2\CCCc3nonc32)c(C)c1 | 4 |
| 81 | CC1CCc2c(sc(N)c2C(=O)OC(C)C)C1 (stereo not given) | 2 |
| 76 | O=C(CC(=O)c1ccccc1O)c1cccc(F)c1 | -28 |

Screening results from PubChem BioAssay.
